AmpC inh detg: blocks E. coli AmpC beta-lactamase in detergent assay; P00811; Potency, µM (doses to about 114 µM), for inactives: top-dose activity change, negative = inhibition, hits mostly inhibitors; AID 485294; 370,000 tested, 0.041% active; AmpC hydrolysis of nitrocefin, absorbance 480 nm, 0.01% Triton;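 note: potency is the fitted concentration of half-maximal effect; 0% = no-compound wells and -100% = no-enzyme wells; nearly all actives have a fitted effect of over 25% in size; some results filed as inactive show a strong effect at the top dose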
Target sequence (P00811 whole entry, looked up): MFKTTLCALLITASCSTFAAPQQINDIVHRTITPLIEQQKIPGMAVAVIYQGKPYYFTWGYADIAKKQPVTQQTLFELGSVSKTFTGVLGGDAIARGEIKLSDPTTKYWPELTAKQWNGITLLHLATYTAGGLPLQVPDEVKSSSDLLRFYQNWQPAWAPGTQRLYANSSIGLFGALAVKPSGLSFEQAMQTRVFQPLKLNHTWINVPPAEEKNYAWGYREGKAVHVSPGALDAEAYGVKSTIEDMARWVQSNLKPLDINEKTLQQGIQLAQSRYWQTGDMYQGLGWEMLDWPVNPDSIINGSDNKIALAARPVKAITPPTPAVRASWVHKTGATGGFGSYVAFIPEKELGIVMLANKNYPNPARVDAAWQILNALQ
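20 mM phosphate pH 7.0 + 0.01% (detergent screen) or 0.0001% Triton X-100; 5.3 nM AmpC reagent; cpd preinc 15 min RT; nitrocefin (800 uM stock) to start; A480 q20 s × 4 min; Activity was normalised to no-enzyme and no-compound control wells.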
AmpC no deterg: AmpC beta-lactamase inhibition without detergent. P00811. AmpC nitrocefin hydrolysis, absorbance 480 nm, 0.0001% Triton. Potency, µM (doses to about 57.1 µM), for inactives: top-dose activity change, negative = inhibition, most hits filed as inhibitors. 330,000 tested, 0.52% active. AID 485341;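 note: potency is the fitted concentration of half-maximal effect; plate controls were no compound for no effect and no enzyme for full effect; nearly all actives have a fitted effect of over 20% in size; some results filed as inactive show a strong effect at the top dose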
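20 mM phosphate pH 7.0 + 0.01% (detergent screen) or 0.0001% Triton X-100; 5.3 nM AmpC reagent; cpd preinc 15 min RT; nitrocefin (800 uM stock) to start; A480 q20 s × 4 min; Activity was normalised to no-enzyme and no-compound control wells.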
HCMV inh: blocks human cytomegalovirus replication; AID 1259415; HFF cells, HCMV-luciferase reporter, 72 h; active compounds read low; activity change, negative = inhibition, % at 57.5 µM; 410,000 tested, 4.5% active; in the data active = activity change below about -60%; inconclusive = no clear call, values can overlap the other calls; inactive = above about -39%
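Screen run at 2 compound doses on HFFs infected with reporter HCMV, MOI 1 PFU/cell. Luciferase activity from cell lysates at 72 h post infection gave inhibition relative to buffer-only and Salinomycin wells.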
AMA1-RON2 inh: inhibitors of Plasmodium falciparum AMA1-RON2 interaction. Potency, µM (doses to about 58.2 µM), for the others: at the highest dose activity change, negative = inhibition, usual class: inhibitors. AID 720542. 360,000 tested, 0.2% active. AlphaScreen AMA1-biotinylated RON2 peptide binding;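 note: potency is the fitted concentration of half-maximal effect; 0% = vehicle wells and -100% = peptide control; nearly all actives have a fitted effect of over 45% in size; some results filed as inactive show a strong effect at the top dose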
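AMA1 (3D7) with his tag at 25 nM final met compounds first, then biotinylated RON2 peptide at 25 nM; detection used donor plus acceptor beads, 10 µg/mL apiece, read by AlphaScreen after 30 min at room temperature.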
Sm TGR inh: inhibitors of Schistosoma mansoni thioredoxin glutathione reductase | purified TGR, DTNB reduction, TNB absorbance 405 nm | Potency, µM (highest dose often 114 µM), without a hit: top-dose activity change, negative = inhibition, actives largely listed as inhibitors | 360,000 tested, 3% active | AID 485364; note: potency is the fitted concentration of half-maximal effect; nearly all actives have a fitted effect of over 60% in size
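Kinetic colorimetric format: TGR-catalysed, NADPH-driven DTNB reduction monitored via TNB absorbance. Enzyme dispensed at 20 nM; compound exposure 15 min at room temperature before reaction start.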
TbPYK inhibitor: T. brucei pyruvate kinase inhibition. AID 624173. TbPYK enzyme, Kinase-Glo Plus ATP luminescence, 45 min. 410,000 tested, 0.12% active. Potency, µM (series often up to 76.8 µM), without a hit: top-dose activity, negative = inhibition, actives largely listed as inhibitors; note: potency is the fitted concentration of half-maximal effect; nearly all actives have a fitted effect of over 50% in size
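Screened from lowest to highest concentration, compounds were pinned into TbPYK/substrate mixtures, and ADP (130 uM final) was added. Plates sat at room temperature for 45 min prior to Kinase-Glo Plus detection by luminescence.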
LmPK inh: inhibitors of Leishmania mexicana pyruvate kinase; purified LmPK, Kinase-Glo ATP luminescence, 1 h; 290,000 tested, 0.37% active; Q27686; Potency, µM (series often up to 57.5 µM), inactives show at the top dose activity change, negative = inhibition, hits mostly inhibitors; AID 1721; note: potency is the fitted concentration of half-maximal effect
Target sequence (Q27686 whole entry, looked up): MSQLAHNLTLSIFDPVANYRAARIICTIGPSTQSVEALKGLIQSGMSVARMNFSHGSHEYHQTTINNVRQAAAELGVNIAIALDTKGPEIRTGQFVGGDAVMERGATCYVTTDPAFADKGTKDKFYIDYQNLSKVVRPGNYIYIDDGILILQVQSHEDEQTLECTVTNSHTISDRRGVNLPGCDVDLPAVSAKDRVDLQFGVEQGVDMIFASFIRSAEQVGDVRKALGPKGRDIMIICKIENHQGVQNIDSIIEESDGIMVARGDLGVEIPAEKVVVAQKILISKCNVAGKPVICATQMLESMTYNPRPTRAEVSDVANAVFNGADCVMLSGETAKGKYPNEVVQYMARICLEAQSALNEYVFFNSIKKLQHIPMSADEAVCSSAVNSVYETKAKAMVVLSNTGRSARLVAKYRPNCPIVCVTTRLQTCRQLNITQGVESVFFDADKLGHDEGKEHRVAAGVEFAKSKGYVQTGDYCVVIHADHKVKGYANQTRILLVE
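In 50 mM imidazole pH 7.2 with 7 mM MgCl2, LmPK (0.1 nM) turned over PEP (0.5 mM) and ADP (0.1 mM) for 1 h at room temperature. Luciferase read-out of ATP.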
* hit, by the source's call; ? = inconclusive; · = no result given; [ ] = another dose, or the depositor's remark. Unless noted, calls come from the whole dose curve; as a rule, active = well fitted curve in the direction sought with a large enough effect; inconclusive = small, poorly fitted or top-dose-only effect, or another doubt; inactive = no such curve, though single readings can be large; an effect the other way counts as inactive or inconclusive. Unless noted, % is set by controls: 0 for no effect and ±100 for the full control effect. Hits appear at their usual frequency. About 7.4% of those tested had a hit in this group.

nr	Compound	AmpC inh detg	AmpC no deterg	HCMV inh	AMA1-RON2 inh	Sm TGR inh	TbPYK inhibitor	LmPK inh
1	COc1cccc(NC(=O)CSc2nc3ccccc3cc2Cc2ccccc2)c1	-4.8%	-27.8%	-18.4	-3.2%	7.6%	-5.2%	1.1%
2	CC(=NCc1ccncc1)C1=C(O)c2ccccc2C1=O	-0.9%	-17.2%	·	·	-5.4%	·	3.1%
3	CS(=O)(=O)Oc1ccc(/C=N/NC(=O)c2ccncc2)cc1	?	-2.0%	6.4	18.6%	-9.0%	-2.3%	-17.4%
4	COc1ccccc1N1CCN(C2CCN(C(=O)c3cccs3)CC2)CC1	?	-9.9%	8.5	8.6%	-2.0%	0.5%	-4.5%
5	CCCn1nc(NC(=O)c2cccc(Cl)c2)c2cc3cccc(C)c3nc21	12.2%	·	-2.8	·	7.9%	-12.9%	·
6	CCOC(=O)c1c(C)n(O)c2ccc(Cl)cc2c1=O	-2.5%	-10.5%	3.0	27.2%	0.4%	-1.1%	-1.9%
7	O=C(CN1C(=O)NC2(CCCCC2)C1=O)N1CCOCC1	1.1%	-19.7%	-9.2	0.7%	-15.5%	-10.9%	·
8	c1nc(NCCN2CCOCC2)c2c3c(sc2n1)CCCCC3	-14.8%	35.3%	0.8	-8.0%	1.7%	-1.5%	2.7%
9	CCOc1cccc(-c2nc3ccccc3c(=O)o2)c1	-1.3%	·	83.6	·	-2.9%	4.5%	·
10	COc1cccc(C2CC(=O)Nc3cc4c(cc32)CCC4)c1 (centres undefined)	-4.1%	0.5%	-15.6	-8.8%	·	-1.9%	1.7%
11	C=CCN1C(=O)CC(C(=O)NC)SC1=Nc1ccc(C(=O)OCC)cc1 (centres undefined)	?	21.8%	-2.4	4.2%	-6.7%	4.1%	3.5%
12	COC(=O)c1ccccc1NC(=O)c1noc2c1CC(C(C)(C)C)CC2 (centres undefined)	-8.9%	-18.5%	33.6	-5.2%	-1.0%	8.3%	7.2%
13	Cc1ccc(S(=O)(=O)Oc2ccccc2/C=N/NC(=O)c2nn(C)cc2[N+](=O)[O-])cc1	-9.5%	-9.1%	-21.4	7.7%	-0.9%	-1.9%	1.5%
14	O=C1CCCc2c1cc(C(=O)NCc1ccco1)c(=O)n2-c1ccccc1	?	-12.6%	-18.6	-13.7%	-8.9%	-2.8%	-3.4%
15	COc1ccc(CC(=O)Nc2nc(-c3ccc(F)c(F)c3)cs2)cc1	-1.0%	?	?	-0.7%	1.7%	-5.6%	2.7%
16	COc1ccc(Br)cc1S(=O)(=O)n1nc(C)cc1C	5.5%	-8.4%	-30.2	0.0%	-20.6%	-0.3%	5.1%
17	COc1ccc(S(=O)(=O)N(C)Cc2cccs2)cc1Br	-4.9%	-24.9%	-21.3	13.5%	-11.0%	-1.0%	0.0%
18	C=CCn1c(SCC(N)=O)nnc1-c1cccc(Br)c1	?	-16.3%	21.0	-5.4%	1.8%	-7.4%	2.2%
19	O=C(NCc1ccc(F)cc1)c1cccc2c1C(=O)c1ccc(Cl)cc1S2(=O)=O	4.2%	-25.7%	12.4	·	-24.4%	·	·
20	O=C(NCc1ccccc1Cl)[C@H]1CCCN1C(=O)[C@H]1CCCN1C(=O)c1cccc2ccccc12	·	·	-1.3	-2.3%	·	-3.0%	·
21	Cc1cnc(NC(=O)c2ccncc2)s1	?	-18.2%	6.8	30.6%[activator]	4.6%	-4.0%	-9.1%
22	c1ccc2c(c1)oc1c(Nc3ccc4c(c3)OCO4)ncnc12	-2.2%	-21.2%	34.9	-11.0%	-8.9%	4.2%	-3.3%
23	Cc1ccc2c(c1)N(CCC(=O)N1CCC3(CC1)OCCO3)C(=O)C(C)O2 (centres undefined)	-6.0%	10.9%	-19.6	?	-28.5%	-8.5%	-4.5%
24	Cc1nn2c(CN(C(=O)COc3ccccc3)c3ccccc3)nnc2c2ccccc12	-19.2%	111.1%[activator]	-67.8*	-9.5%	0.8%	-7.6%	-1.8%
25	Cc1ccccc1C(=O)Nc1ccc(OCc2cc(=O)n3ccccc3n2)cc1	25.7%	·	?	·	1.0%	-1.3%	·

Some of the entries so far, with values under each structure:
Below each SMILES: AmpC inh detg	AmpC no deterg	HCMV inh	AMA1-RON2 inh	Sm TGR inh	TbPYK inhibitor	LmPK inh
16) COc1ccc(Br)cc1S(=O)(=O)n1nc(C)cc1C
  5.5%	-8.4%	-30.2	0.0%	-20.6%	-0.3%	5.1%
11) C=CCN1C(=O)CC(C(=O)NC)SC1=Nc1ccc(C(=O)OCC)cc1 (centres undefined)
  ?	21.8%	-2.4	4.2%	-6.7%	4.1%	3.5%

(more compounds)
nr	Compound	AmpC inh detg	AmpC no deterg	HCMV inh	AMA1-RON2 inh	Sm TGR inh	TbPYK inhibitor	LmPK inh
26	CN(C)Cc1nc2ccccc2c(=O)n1CC(=O)Nc1cccc(S(=O)(=O)N2CCOCC2)c1	-6.5%	-21.2%	-23.6	5.3%	1.9%	6.5%	-0.6%
27	CCCOc1ccccc1-c1nc(SCC(=O)c2ccccc2)n[nH]1	-5.5%	·	2.8	·	-9.8%	-4.9%	·
28	O=C(NCc1ccc(F)cc1)C1CCN(S(=O)(=O)c2cccnc2)CC1	-15.8%	-4.2%	-38.2	14.9%	-13.0%	-11.4%	-2.9%
29	COc1c(Br)cc2c(C)c(C(=O)O)oc2c1Br	-14.8%	-22.4%	22.4	-5.8%	0.0%	-5.3%	4.7%
30	NC(=O)C1=C[C@@H](c2ccccc2)C[C@@H](OCCCCO)O1	·	·	-30.2	6.5%	·	3.4%	·
31	Cc1nc2ccc(C(=O)OCc3ccccc3Br)cc2nc1C	-0.5%	-21.1%	61.7	5.1%	3.9%	4.2%	-0.3%
32	COc1cc(NC(=O)C2(C)CCN2C(=O)C(C)C)cc(OC)c1OC (centres undefined)	·	·	-24.6	-1.7%	·	-7.5%	·
33	COc1ccc(C(C)(O)c2nc(-c3cccc(C(C)C)c3)cs2)cc1 (centres undefined)	·	·	-20.0	-0.5%	·	5.3%	·
34	COc1ccc(Br)cc1CN1CCCC(C(=O)N2CCCCCC2)C1 (centres undefined)	3.9%	23.5%	-14.1	-2.3%	28.9%	-21.9%	-5.7%
35	Cc1ccc(CNC(=O)CN2NS(=O)(=O)c3ccccc3C2=O)cc1	·	·	-12.9	-6.4%	·	3.0%	·
36	CCCc1nnc(NC(=O)CCC(=O)NCc2ccc(OC)cc2)s1	-5.4%	-20.1%	30.5	-3.6%	-21.8%	-2.8%	6.3%
37	CC(C)C[C@@H](CN1CCC[C@@H]1CN1C(=S)NC[C@@H]1Cc1ccccc1)N1C[C@H](Cc2ccc(O)cc2)N(CCc2ccccc2)C1=S	·	·	-21.9	19.0%	·	-2.5%	·
38	O=C(CCc1nc2ccccc2c(=O)[nH]1)N1CCN(c2ccc(F)cc2)CC1	8.8%	-8.9%	-20.6	-4.5%	0.4%	0.4%	0.4%
39	CN(C)N=Nc1ccc(-c2cn(Cc3ccccc3)cn2)cc1	-15.8%	-3.8%	124.7	-9.5%	-18.6%	-1.1%	-0.5%
40	C/C(=N\NC(=O)CN(c1ccc(C)cc1)S(C)(=O)=O)c1cccs1	0.5%	-3.9%	-35.8	-3.9%[2.32 µM]	0.7%	3.7%	0.8%
41	COc1ccccc1NC(=O)c1c(NC(=O)c2ccccc2F)sc2c1CCC2	-6.5%	·	14.8	·	-9.3%	-0.9%	·
42	CCOC(=O)c1cccc(NC(=O)CCc2nc3cccnc3n2-c2ccccc2)c1	-12.1%	·	-18.7	·	-3.1%	-2.1%	·
43	O=S(=O)(NCC1CCCO1)c1ccc(Oc2ccccc2)cc1 (centres undefined)	-18.3%	-10.4%	?	-3.7%	2.0%	0.0%	5.8%
44	CCOC(=O)C1CCN(C(=O)C(CCSC)NC(=O)c2ccccc2OC)CC1 (centres undefined)	-3.7%	31.6%	5.4	-1.1%	-5.3%	6.6%	·
45	O=C(/C=C/NCC(=O)c1ccccc1)c1ccc(Br)cc1	-0.2%	-35.0%	31.5	-2.9%	20µM*	0.3%	3.8%
46	CSc1ncc(C(=O)N2CCN(c3cccc(Cl)c3)CC2)c(C)n1	-0.3%	·	-14.3	·	-18.2%	4.0%	·
47	CC(C)Cn1c(-c2ccc(F)cc2)n[nH]c1=S	-12.6%	-15.6%	-7.3	93.8%[activator]	-21.2%	?	?
48	CCOc1ccc(S(=O)(=O)N(CC(=O)Nc2cccnc2)c2ccccc2)cc1	5.1%	·	?	·	3.8%	12.0%	·
49	N#CC1=C(N)Oc2n[nH]c(-c3cccs3)c2C1c1ccccc1C(=O)O (centres undefined)	6.5%	-20.3%	?	-5.6%	3.4%	2.6%	0.4%
50	Fc1cccc(/C=N/Nc2ccc3ccccc3n2)c1	?	-35.9%	2.4	76.5%[activator]	1.9%	2.6%	-14.1%
51	O=C(N/N=C/c1ccc(OCc2ccccc2)cc1)c1cccs1	3.4%	-39.9%	7.9	-15.8%	-0.4%	6.2%	-2.1%
52	COc1cc2nc(NC(=O)c3ccc(Cl)cc3)sc(=O)c2cc1OC	-3.0%	0.8%	-4.6	16.6%	-13.4%	4.1%	1.7%
53	O=C(CN1CCCCCCC1)Nc1cccc(Cl)c1Cl	7.2%	-18.9%	-65.4*	-3.1%	7.9%	2.8%	-3.4%
54	O=C(Nc1nnc(CC(c2ccccc2)c2ccccc2)s1)c1ccco1	1.5%	-14.4%	14.8	1.1%	-13.4%	-5.8%	2.2%
55	CC1=NN(C(N)=S)C(=O)C1N=Nc1cccc2ccccc12 (centres undefined)	1.2%	-26.3%	·	·	·	·	-8.2%
56	C[C@H]1CN([C@@H](C)CO)C(=O)c2cc(Br)cnc2O[C@H]1CN(C)C(=O)Cc1ccccn1	·	·	1.0	0.2%	·	9.0%	·
57	Cn1cc(C(=O)C(=O)N2CCOCC2)c2ccccc21	-3.3%	-9.9%	10.8	17.8%	1.3%	0.6%	-3.7%
58	CSc1nnc(NC(=O)c2ccc(C)c(S(=O)(=O)N3CCOCC3)c2)s1	-8.4%	-20.5%	109.0	-2.0%	0.5%	3.5%	3.6%

Compound activity (PubChem)
